# Mdm2 MdmX PPI: inhibitors of human Mdm2/MdmX interaction. O15151+Q00987. SaOS-2 split-luciferase Mdm2/MdmX complementation, luminescence. inhibition, % at 8 µM. 3% of 330,000 active. AID 485346;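 active = inhibition of at least 50% at 8 µM in the primary screen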
# Target sequence (O15151 whole entry, looked up): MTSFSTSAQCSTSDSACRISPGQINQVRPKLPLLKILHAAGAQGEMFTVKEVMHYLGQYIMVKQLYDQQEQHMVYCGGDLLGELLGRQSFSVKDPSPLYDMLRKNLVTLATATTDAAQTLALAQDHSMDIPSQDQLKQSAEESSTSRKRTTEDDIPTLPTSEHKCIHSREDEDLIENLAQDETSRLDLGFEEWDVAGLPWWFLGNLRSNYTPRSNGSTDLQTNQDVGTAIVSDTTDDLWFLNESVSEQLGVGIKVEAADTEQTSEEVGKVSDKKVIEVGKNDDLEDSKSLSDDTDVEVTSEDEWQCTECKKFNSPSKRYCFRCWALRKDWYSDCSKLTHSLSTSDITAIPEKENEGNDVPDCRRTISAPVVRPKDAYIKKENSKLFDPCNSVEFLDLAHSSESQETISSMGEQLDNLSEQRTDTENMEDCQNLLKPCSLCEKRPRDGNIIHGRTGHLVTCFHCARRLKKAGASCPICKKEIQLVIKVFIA
# Target sequence (Q00987 whole entry, looked up): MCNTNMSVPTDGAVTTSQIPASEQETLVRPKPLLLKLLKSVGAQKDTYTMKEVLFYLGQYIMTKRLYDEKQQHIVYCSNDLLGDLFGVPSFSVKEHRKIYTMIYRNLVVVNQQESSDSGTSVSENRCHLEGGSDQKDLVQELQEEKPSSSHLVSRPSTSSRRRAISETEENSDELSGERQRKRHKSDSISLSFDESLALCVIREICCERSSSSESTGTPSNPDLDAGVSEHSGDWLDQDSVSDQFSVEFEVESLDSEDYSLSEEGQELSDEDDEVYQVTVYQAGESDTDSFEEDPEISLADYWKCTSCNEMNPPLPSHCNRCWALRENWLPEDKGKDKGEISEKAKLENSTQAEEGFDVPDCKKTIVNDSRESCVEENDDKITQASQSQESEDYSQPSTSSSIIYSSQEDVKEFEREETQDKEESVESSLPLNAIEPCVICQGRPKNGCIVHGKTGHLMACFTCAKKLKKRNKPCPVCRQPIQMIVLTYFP
# APJ antagonist: blocks the human apelin receptor APJ. P35414. 0.32% of 330,000 active. CHO-K1 APJ beta-arrestin complementation, luminescence. inhibition, % at 20 µM. AID 2521;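 active = inhibition above about 40% at 20 µM, limit read from the data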;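 note: cells challenged with 10 nM apelin-13 agonist together with compound; plate controls were apelin-13 plus DMSO wells for no effect and DMSO wells lacking apelin-13 for full effect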
# UPR CHOP act: apoptotic UPR (CHOP) activation. activation, % at 10 µM. CHO-CHOP luciferase reporter, luminescence; percent of tunicamycin response over DMSO baseline. AID 449763. 0.34% of 330,000 active;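 active = at 10 µM dose, activation of 40% or more, normalized to positive control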;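 note: 100% = tunicamycin at 10 µg/mL and 0% = DMSO alone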
#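 assay system = CHO CHOP reporter cells | amount = 500 CHO-CHOP cells per well | buffer or medium = F12 with 10% FBS | incubation = 16-18 h cell attachment, then 6 h compound exposure, 37 °C | detection = luminescence read with Steady-Glo | read-out = percent activation relative to tunicamycin control | controls = tunicamycin high control, DMSO low control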
# tim23-1 inh: growth inhibitors of tim23-1 mutant yeast | S. cerevisiae tim23-1 growth, BacTiter-Glo luminescence, 24 h | inhibition, % at 20 µM | 1.3% of 330,000 active | AID 463212;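 active = growth inhibition of the mutant yeast at or above 50%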;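 note: temperature-sensitive mutant grown at 25 °C; plate controls were DMSO-treated mutant yeast for no effect and medium wells lacking yeast for full effect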
# 697 NFkB inh: inhibitors of the PMA/ionomycin-induced NF-kB reporter in 697 B cells | 697 B-cell NF-kB luciferase reporter, 16 h | AID 435022 | 0.33% of 330,000 active | inhibition, % at 4 µM; in the data active = inhibition above about 35%
# UPR XBP1 act: activators of adaptive arm of unfolded protein response (XBP1); CHO-XBP1 luciferase reporter, IRE1-XBP1 UPR activation, luminescence; percent of tunicamycin response, DMSO as zero; activation, % at 20 µM; 0.33% of 330,000 active;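 active = versus positive control, 20 µM dose yields 30% or more activation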;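 note: 100% = tunicamycin at 10 µg/mL and 0% = DMSO only wells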
#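 assay system = CHO-XBP1 luciferase reporter cells | amount = 1000 cells/well | buffer or medium = F12 plus 10% FBS | compound dosing = single point, 20 µM final compound, 1% DMSO | incubation = 16-18 h cell attachment at 37 °C, then 6 h compound exposure | detection = Steady-Glo luminescence read | controls = tunicamycin 10 µg/mL and vehicle-only wells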
# APJ agonist: APJ receptor agonism. 0.11% of 330,000 active. P35414. activation, % at 20 µM. CHO-K1 APJ PathHunter beta-arrestin, luminescence; 0% DMSO wells, 100% apelin;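 active = activation more than six SD over the plate average, tested at 20 µM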;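 note: 0% = DMSO alone and 100% = apelin-13 at 10 nM; some results filed as inactive read as strong as hits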
#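 Assay system: engineered CHO-K1 APJ arrestin reporter cells; Amount: 1000 CHO-K1 reporter cells seeded per well; Dosing: one dose, 20 µM compound, 1% DMSO; Times: compound stimulation 90 min at 25 °C, detection 60 min; Measured by: luminescent beta-gal fragment complementation, chemiluminescent substrate; Read-out: APJ–arrestin association signal; Controls: DMSO vs Apelin-13 10 nM.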
# Jurkat NFkB inh: inhibitors of the PMA/ionomycin-induced NF-kB reporter in Jurkat cells; AID 435003; 0.53% of 330,000 active; inhibition, % at 4 µM; PMA/ionomycin-induced NF-kB luciferase reporter, luminescence; in the data active = inhibition above about 50%
# * = called active by the depositor.
SMILES,Mdm2 MdmX PPI,APJ antagonist,UPR CHOP act,tim23-1 inh,697 NFkB inh,UPR XBP1 act,APJ agonist,Jurkat NFkB inh
O=C(Nc1ccc2c(c1)OCCO2)c1ccc(Br)o1,-129,22,4.6,10,-149,-2,5,-113
O=C1N[C@@H](Cc2cn(S(=O)(=O)c3ccc([N+](=O)[O-])cc3)c3ccccc23)C(=O)N[C@H]1Cc1ccccc1,20,-4,-3.9,-6,5,1,13,12
CC(Nc1nc(N2CCCCC2)nc2ccccc12)c1ccccc1 (stereo not given),54*,14,-2.3,22,-13,1,-2,0
Nc1cccc2c1C(=O)N(C(=O)c1ccc(Cl)c(S(=O)(=O)N3CCCCCC3)c1)C2=O,2,11,0.6,32,8,-2,0,3
CC(C)NC(=O)Nc1ccc2c(c1)C(=O)N([C@H](C)CO)C[C@H](C)[C@@H](CN(C)C(=O)Nc1ccccc1)O2,-6,1,-1.8,-9,20,2,-2,1
C=CCOc1c(Br)cc(CNc2ccc(NC(=O)C(C)C)c(OC)c2)cc1OC,19,-59,1.2,13,19,-1,6,10
CC(/C=N/NC(=O)c1nn(C)c(C)c1Br)=C\c1ccccc1,-78,-4,5.4,30,-40,4,-1,-61
O=C(NCCC1=CCCCC1)NC12CC3CC(CC(C3)C1)C2,-112,11,1.5,33,-150,3,-3,-162
O=C(CSc1nc(-c2ccc(F)cc2)cc(C(F)(F)F)n1)NCCN1CCOCC1,15,11,-1.6,2,4,-4,0,26
CCCC(=O)Nc1nc(-c2ccc3c(c2)CCN3S(C)(=O)=O)cs1,-6,10,0.1,23,-11,-2,1,-10
Cc1ccc(/C=C/C(=O)Nc2ccc(S(=O)(=O)Nc3onc(C)c3C)cc2)cc1,19,11,0.3,13,-14,-5,1,9
O=C1C2C3CCC(C3)C2C(=O)N1CNc1ccc(F)cc1 (stereo not given),8,4,-0.4,1,-1,4,2,1
O=C(O)C1C2C=CC3(CN(c4cccc(C(F)(F)F)c4)C(=O)C13)O2 (stereo not given),-13,-4,0.6,3,28,0,-4,11
CCN(CC)C(=O)CCC(=O)Nc1ccc(C(=O)OC)cc1,16,6,-0.7,0,13,-1,-4,4
C=CCN1C(=O)c2ccccc2Sc2ccc(C(=O)NC(C)C)cc21,-39,3,-2.0,25,-1,-1,-1,-37
COc1ccc(OC)c(C(=O)COC(=O)COc2ccccc2F)c1,1,20,1.9,10,12,3,-5,5
Cc1csc(SCC(=O)Nc2ccc(F)cc2Cl)n1,-11,-5,3.3,-14,3,0,-2,-6
Cc1nc2c(=O)n(C)c(=O)[nH]c2n1Cc1ccccc1,31,17,0.0,-8,9,-2,-2,11
COc1cc(/C=C/C(=O)OCC(=O)NCCc2ccc(S(N)(=O)=O)cc2)ccc1OCC#N,4,-5,-1.4,6,28,-4,-3,-6
CC(C)c1ccc(OCCCN2CCCC2)cc1,19,13,-0.2,-4,-11,-1,-2,1
Cc1cccc(N(CC(=O)NC2CCCC2)C(=O)CS(=O)CC(=O)Nc2ccc3c(c2)OCO3)c1C (stereo not given),1,7,0.0,3,0,-1,-5,-2
CCOC(=O)c1cc(-c2cccc(C(F)(F)F)c2)nc2nc(SC)[nH]c(=O)c12,21,11,1.6,18,-4,4,0,7
CCOc1nc2ccccc2nc1NS(=O)(=O)c1ccc(Cl)cc1,-7,24,-0.4,45,10,0,-3,9
COc1cc(NC(=O)CSc2nnc3ccc(-c4cccnc4)nn23)cc(OC)c1,14,-1,-0.8,-19,-2,2,5,-17
COc1ccccc1/C=C/C(=O)NCC(=O)N/N=C(/C)c1ccc(Cl)cc1,27,3,1.6,16,6,-2,1,2
FC(F)(F)c1cccc(-c2nc3nc(Cl)c(Cl)nc3[nH]2)c1,80*,17,12,5,-12,-5,-1,-37
O=C(Nc1ccc(C(O)(C(F)(F)F)C(F)(F)F)cc1)c1ccc(Cl)c([N+](=O)[O-])c1,55*,-11,3.3,30,0,3,3,-13
NC(=O)C1CCN(C(c2ccccc2Cl)c2nnnn2CC2CCCO2)CC1 (stereo not given),10,15,1.3,15,7,-1,-1,-4
COc1cccc(-n2c(Cc3cc(=O)[nH]c(=O)[nH]3)nnc2SCc2cccc(C(F)(F)F)c2)c1,5,0,-1.9,-1,7,-3,-1,9
CC(=O)N/C(=C/c1ccc2c(c1)OCO2)C(=O)O,3,-6,0.6,-12,17,-2,0,-10
Cc1ccc(OCC(=O)NNC(=O)c2cccnc2)cc1C,-11,2,-1.5,12,-13,-3,-1,-23
CN(C(=O)c1cc2c(s1)-c1ccccc1S(=O)(=O)C2)c1ccccc1F,10,-4,3.1,25,3,5,2,-2
CCOc1ccc2[nH]c3nc(SCC(=O)NC4CCCC4)nnc3c2c1,23,-5,2.2,-3,-17,-7,-1,59*
CCCn1c(=O)n(C)c(=O)c2c(SC(C)C(=O)NCC3CCCO3)nc(CC(C)C)nc21 (stereo not given),-2,10,0.6,24,-3,-2,-3,7
O=C(CNc1cccc2ccccc12)N/N=C/c1ccc(C(=O)O)cc1,19,-3,2.2,6,0,0,5,11
COc1cc(C(=O)NCCc2nc3ccccc3n2C)cc(OC)c1OC,16,2,-1.4,-6,9,0,-1,-1
CC(=O)c1cccc(N(CC(=O)Nc2ccc(S(=O)(=O)N3CCOCC3)cc2)S(C)(=O)=O)c1,10,-30,1.7,6,10,-2,-3,7
CC(C)(C)C(=O)C[n+]1cccc(C(N)=O)c1,-3,-2,-3.4,14,3,-2,0,-13
CN1C(=O)NC(c2cccc([N+](=O)[O-])c2)C2=C1CCCC2=O (stereo not given),25,17,-1.8,0,-10,3,-4,-4
Cc1cc2c(NC(=O)CCCC(=O)O)cccc2nn1,22,-1,-1.1,3,9,-1,-1,19
N#Cc1c(-c2ccc3c(c2)OCO3)ccn2nc(-c3cccc(C(F)(F)F)c3)nc12,20,1,14,6,-11,53*,5,-33
CCn1c(SCC(=O)N/N=C/c2ccc(C)o2)nnc1-c1ccc(C(C)(C)C)cc1,-10,14,-1.9,31,-17,0,4,-1
O=[N+]([O-])c1ccc(C2CNC(c3ccccc3)O2)cc1 (stereo not given),-17,9,-0.3,-18,22,1,2,-12
C/C(=N\NC(=O)C1=NNC(=O)C1C)c1cccs1 (stereo not given),10,14,4.2,10,-43,-1,1,-2
COc1cccc(-c2csc(N3CCN(C(=S)Nc4ccccc4C)CC3)n2)c1,-12,-5,2.7,37,4,6,-3,-7
C=CCN(C(=O)c1ccc2c(c1)nnn2C)c1ccccc1,12,6,-0.4,-6,-5,0,-3,12
CN1CCN(/N=C/c2ccc(-c3ccc([N+](=O)[O-])cc3Cl)o2)CC1,11,-23,2.8,17,-24,0,1,-32
CCOC(=O)N1CCC(NC(=O)C(NS(=O)(=O)c2ccc3c(c2)CCN3C(=O)CC)C(C)C)CC1 (stereo not given),5,-16,1.1,3,19,-1,-3,1
Cc1cc(C)cc(NC(=O)CC2NCCNC2=O)c1 (stereo not given),7,8,-0.9,-2,26,-2,-5,2
CCOC(=O)c1sc2ncn(CC(=O)N(CC)CC)c(=O)c2c1C,19,17,-1.2,6,9,-1,-5,-14
CCN(CC)CCNC(=O)c1ccc(NC(=O)c2cccc(S(=O)(=O)N3c4ccccc4CC3C)c2)cc1 (stereo not given),80*,-11,0.7,-19,-14,0,9,17
CCSc1ccccc1C(=O)N1CCCC1,16,2,-1.2,1,1,-1,-3,2
O=C(c1cc(COc2c(F)cccc2F)on1)N1CCN(C2CCCCC2)CC1,14,11,2.2,18,7,-8,3,-5
CC(=O)N(c1nc(/C=C\C(=O)O)cs1)c1ccccc1F,-4,5,0.0,10,5,-1,0,3
COc1cc(CN2CCNC(=O)C2CC(=O)N2CCCCO2)cc(OC)c1 (stereo not given),-32,-5,0.8,20,-21,0,-2,12
O=C(c1cccc(F)c1)N1CCC(O)(c2cccnc2)CC1,1,-3,-0.7,12,-4,-1,-1,5
OCCN1CCN(Cc2nc(-c3cccc(Cl)c3)no2)CC1,5,9,0.0,11,-9,-4,0,-13
C=CCC(Nc1ccccc1)C12C=CC(O1)C(C(=O)OC)=C2C(=O)OC (stereo not given),89*,13,35,34,-57,-12,0,7
Cc1cc(Br)ccc1SCC(=O)N1CCN(S(=O)(=O)c2ccccc2)CC1,24,-3,-0.3,15,24,-7,-2,9
CCN(C(=O)c1cc2cc3ccc(C)cc3nc2o1)c1ccc(OC)cc1,23,3,6.3,38,11,9,-4,-22
# Next section.
SMILES,Mdm2 MdmX PPI,APJ antagonist,UPR CHOP act,tim23-1 inh,697 NFkB inh,UPR XBP1 act,APJ agonist,Jurkat NFkB inh
CCC(=O)Nc1ccc(Cl)c(NC(=S)NC(=O)c2ccco2)c1,5,12,0.8,19,-44,5,-4,-31
O=S(=O)(NN=C1CCCCCC1)c1ccc(Cl)cc1,18,8,-0.5,4,12,2,8,11
O=C(NCc1ccccn1)C(=O)Nc1nc(C23CC4CC(CC(C4)C2)C3)cs1,31,11,0.6,39,-16,8,-3,3
O=C(CC1C(=O)NCCN1Cc1cccc(F)c1)NC1CCCCC1 (stereo not given),5,-5,3.0,12,17,0,-7,-6
COC(=O)Cn1cnc2c(nnn2-c2ccc(F)cc2)c1=O,-2,6,1.1,1,9,-3,-2,-14
CC(NC(=O)c1ccccc1NC(=O)c1ccco1)c1ccccc1 (stereo not given),4,6,-0.9,10,12,-2,-5,-1
COc1cccc(CNC(=O)c2cc(S(=O)(=O)N3CCCC3)cn2C)c1,2,-4,-0.6,1,7,-2,-6,0
O=C(NCCCc1ccccc1)c1ccc([N+](=O)[O-])cc1Cl,6,-6,0.8,23,-39,-5,2,-70
COC(=O)c1[nH]c2ccccc2c1NC(=O)Oc1ccccc1,-15,-23,1.0,-5,-21,2,0,-17
Cc1ccc(CSCC(=O)NCc2cccnc2)cc1,13,-15,-0.8,-5,-13,0,0,-2
NC(=O)NCc1cccs1,-19,-17,-0.6,5,14,2,-4,-4
Cc1ccc(NS(=O)(=O)c2cccc3cccnc23)c(Br)c1,14,1,6.0,22,11,-5,-3,20
Cc1ccc(OCCSc2nnc(-c3ccncc3)n2C)cc1,15,11,0.8,12,15,-2,-2,-10
CN1CCN(/N=C/c2nc(-c3ccccc3)n3ccccc23)CC1,15,8,-0.3,2,-26,-1,-2,-12
COC(=O)c1ccccc1Oc1ccc(NC(=O)C(C)(C)CCl)cc1,13,-5,-2.8,37,27,-4,-3,-38
O=C(CN(CCN1CCOCC1)C(=O)Cn1nnc(-c2ccc(F)cc2)n1)NC1CCCCC1,3,-9,-0.9,2,0,2,-4,-10

# Whole records, looked up by structure. Values in the order: Mdm2 MdmX PPI, APJ antagonist, UPR CHOP act, tim23-1 inh, 697 NFkB inh, UPR XBP1 act, APJ agonist, Jurkat NFkB inh
# Shown for NC(=O)NCc1cccs1 = -19, -17, -0.6, 5, 14, 2, -4, -4
# Shown for Cc1ccc(NS(=O)(=O)c2cccc3cccnc23)c(Br)c1 = 14, 1, 6.0, 22, 11, -5, -3, 20
# Shown for Cc1ccc(OCCSc2nnc(-c3ccncc3)n2C)cc1 = 15, 11, 0.8, 12, 15, -2, -2, -10
# Shown for COC(=O)c1ccccc1Oc1ccc(NC(=O)C(C)(C)CCl)cc1 = 13, -5, -2.8, 37, 27, -4, -3, -38

# Source: PubChem (Sanford-Burnham Center for Chemical Genomics)
